Screening data from PubChem BioAssay.
TRHR ag = activates the human TRH receptor | P34981 | TRHR cells, calcium flux fluo-8, FDSS agonist mode | activation, % at 2 µM | 360,000 compounds, 0.18% hits; in the data active = activation above about 30%; note: 0% is about no effect
Target sequence (P34981 whole entry, looked up): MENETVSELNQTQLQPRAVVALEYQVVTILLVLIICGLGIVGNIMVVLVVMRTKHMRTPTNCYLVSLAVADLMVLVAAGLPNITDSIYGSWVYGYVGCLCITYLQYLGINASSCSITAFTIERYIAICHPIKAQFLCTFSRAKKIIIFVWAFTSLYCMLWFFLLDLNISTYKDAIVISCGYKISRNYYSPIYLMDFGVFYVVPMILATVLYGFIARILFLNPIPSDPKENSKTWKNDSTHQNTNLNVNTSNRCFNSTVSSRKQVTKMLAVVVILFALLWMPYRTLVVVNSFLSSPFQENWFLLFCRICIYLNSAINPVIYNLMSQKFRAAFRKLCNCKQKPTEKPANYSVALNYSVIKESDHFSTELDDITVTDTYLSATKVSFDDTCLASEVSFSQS
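Fluo-8-loaded TRHR cells; 10 s baseline, compound added, kinetic Ca2+ fluorescence read 1/s, agonist mode.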
Anesthetic bind = binds horse apoferritin like a general anesthetic | P02791 | apoferritin/1-aminoanthracene competitive binding, fluorescence | Potency, µM (doses to about 77.5 µM), inactives show at the top dose activity change, negative = displacement, most hits filed as inhibitors | 350,000 compounds, 0.074% hits | AID 485281; note: potency is the fitted concentration of half-maximal effect; % is set by controls: 0 for no effect and ±100 for the full control effect; nearly all actives have a fitted effect of over 20% in size
Target sequence (P02791 2-175 limits assumed): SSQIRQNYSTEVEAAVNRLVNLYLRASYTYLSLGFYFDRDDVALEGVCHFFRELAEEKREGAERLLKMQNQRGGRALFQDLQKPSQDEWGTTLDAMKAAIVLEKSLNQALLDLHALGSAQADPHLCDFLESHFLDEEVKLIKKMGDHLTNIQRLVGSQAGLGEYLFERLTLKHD
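Apoferritin-based anesthetic binding model; compound displacement of fluorescent 1-AMA measured as endpoint fluorescence after 10 minutes at room temperature, scaled to free-ligand and complex controls.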
RXFP1 antag = RXFP1 (human) relaxin receptor antagonism; Q9HBX9; HEK293-RXFP1, relaxin-stimulated cAMP HTRF, 30 min; hits give low values; activity change, negative = inhibition, % at 57.5 µM; 350,000 compounds, 0.59% hits; AID 1259400;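 active = activity change of -60% or lower, but not beyond a set lower limit; inconclusive = change between -60% and -40%, or beyond the set limit; inactive = change above -40%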; note: % is set by controls: 0 for no effect and ±100 for the full control effect
TRHR PAM = allosterically enhances the human TRH receptor; 360,000 compounds, 0.66% hits; AID 493056; P34981; TRHR cells, fluo-8 calcium fluorescence, EC20 TRH enhancement; enhancement, % at 2 µM; in the data active = enhancement above about 30%; note: 0% is about no effect
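Enhancer read-out: after compound pinning and an initial kinetic agonist-mode read, an EC20 of TRH (10 nM final) was injected and fluo-8 calcium signal (Ex 480/Em 530) followed at 1 s/cycle for 100 cycles in TRHR-expressing cells.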
D1 agonist = human D1 receptor agonism; activation, % at 2 µM; P21728; HEK293 T-REx D1 cells, calcium flux, agonist mode; 360,000 compounds, 1% hits; in the data active = activation above about 30%; note: 0% is about no effect
Target sequence (P21728 whole entry, looked up): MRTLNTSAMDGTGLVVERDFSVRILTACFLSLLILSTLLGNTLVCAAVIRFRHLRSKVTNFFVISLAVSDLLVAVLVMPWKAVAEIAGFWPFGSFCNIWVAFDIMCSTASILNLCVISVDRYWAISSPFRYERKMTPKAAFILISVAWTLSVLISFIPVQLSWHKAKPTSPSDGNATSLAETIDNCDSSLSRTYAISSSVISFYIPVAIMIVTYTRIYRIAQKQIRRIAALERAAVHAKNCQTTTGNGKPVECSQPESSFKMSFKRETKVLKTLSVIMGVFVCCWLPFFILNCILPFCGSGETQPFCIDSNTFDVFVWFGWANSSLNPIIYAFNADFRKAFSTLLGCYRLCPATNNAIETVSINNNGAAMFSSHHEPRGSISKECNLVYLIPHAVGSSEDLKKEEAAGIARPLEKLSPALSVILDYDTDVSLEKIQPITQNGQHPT
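Inducible HEK293 T-REx D1 cells, force-coupled to calcium signalling, were plated at 4000 cells/well with tetracycline and held overnight at 30 C. After no-wash calcium dye loading, compound-evoked calcium rise over 180 s flagged agonists.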
D2 PAM = positively modulates the human D2 dopamine receptor allosterically; P14416; HEK293 T-REx D2, calcium flux, EC20 dopamine potentiation; potentiation, % at 10 µM; 340,000 compounds, 0.34% hits; AID 485347;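 active = potentiation over 3 SD above the plate norm, cut at about 30% in these data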; note: 0% is about no effect
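Using a no-wash calcium dye in inducible, force-coupled HEK293 Trex cells expressing D2, we tracked fluorescence each second for 180 s after compound, then for 180 s after EC20 dopamine to detect augmented signalling.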
D1 antagonist = human D1 dopamine receptor antagonism; P21728; HEK293 TREx D1 cells, calcium flux, dopamine EC80; hits give low values; activity change, negative = inhibition, % at 10 µM; 360,000 compounds, 3.2% hits; AID 504652; in the data active = activity change below about -30%; note: % is set by controls: 0 for no effect and ±100 for the full control effect
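Tetracycline-induced HEK293 T-REx cells with force-coupled D1 receptor were loaded with a no-wash calcium dye. Compound was added after a 10 s baseline and read kinetically for 180 s; EC80 dopamine was then added and calcium flux followed another 180 s.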
RXFP1 agonist = activates the human relaxin receptor RXFP1. Q9HBX9. HEK293T-RXFP1 cAMP TR-FRET, 30 min; response scale: percent of porcine relaxin response, buffer zero. Potency, µM (doses to about 57.5 µM), inactives show at the highest dose activation, actives largely listed as activators. 370,000 compounds, 0.3% hits. AID 2676; note: potency is the fitted concentration of half-maximal effect; % is set by controls: 0 for no effect and ±100 for the full control effect; nearly all actives have a fitted effect of over 60% in size; many of its hits are not listed in these tables
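HEK293 cells stably expressing RXFP1, treated 30 min at 37C with compounds plus PDE4 inhibitor Ro 20174; cAMP measured by HTRF TR-FRET. Normalized to buffer and 29 nM porcine relaxin; EC50 by Hill fit.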
D1 PAM = potentiators of human D1 dopamine receptor. P21728. HEK293 TREx D1 cells, calcium flux, dopamine EC20 potentiation. potentiation, % at 10 µM. 360,000 compounds, 0.036% hits; in the data active = potentiation above about 30%; note: 0% is about no effect
* marks the source's active call; other numbers are inactive results; ? = inconclusive; / = no result given; [ ] = another dose, or the depositor's remark. Unless noted, calls come from the whole dose curve; as a rule, active = well fitted curve in the direction sought with a large enough effect; inconclusive = small, poorly fitted or top-dose-only effect, or another doubt; inactive = no such curve, though single readings can be large; an effect the other way counts as inactive or inconclusive. This is a subset (hit frequency here may not be typical).

Values run as follows: TRHR ag	Anesthetic bind	RXFP1 antag	TRHR PAM	D1 agonist	D2 PAM	D1 antagonist	RXFP1 agonist	D1 PAM
CC(C)Cn1nc(NS(=O)(=O)c2ccccc2)c2cc3ccccc3nc21
  0.7	-8%	-5	0	3	21	-25	0.7%	-4
O=[N+]([O-])c1ccc(-c2nnc(S)n2-c2ccccc2)cc1
  0.4	-20%	/	10	0	11	5	0.3%	2
O=c1[nH]c2cc3c(cc2cc1C(c1nnnn1C1CCCC1)N1CCCc2ccccc21)OCCO3 (stereo not given)
  -0.1	-8%	1	13	13	43*	0	-0.1%	2
COc1ccc(CCNC(C(=O)Nc2cc(C)cc(C)c2)c2ccccc2)cc1 (stereo not given)
  2.5	45%[activator]	-11	16	14	-7	0	3.7%	3
Cc1ccc(OCc2cc(C(=O)NCCn3cccn3)no2)cc1C
  -0.6	?	4	-6	4	-6	-10	1.9%	-1
COc1ccc(C)cc1NC(=O)C1CCC(CNS(=O)(=O)c2ccc3c(c2)CCCC(=O)N3)CC1 (stereo not given)
  -0.1	?	?	1	2	6	35	-0.6%	2
COc1cccc2c1Oc1ncccc1N(C(=O)Nc1cccc(Cl)c1)C2
  1.7	4%	-18	-4	11	5	2	-1.0%	2
COC(=O)c1cccc(NC(=O)Nc2ccc(Cl)c(Cl)c2)c1
  0.3	?	?	3	11	-5	-19	0.5%	-6
Cc1ccc(C2C=C(c3ccc(F)cc3)Nc3nc(CCCO)nn32)cc1 (stereo not given)
  1.4	385%[activator]	-2	1	3	9	2	4.8%	-2
O=C(CCn1c(=O)oc2ccccc21)N1CCc2ccccc21
  -0.4	-10%	-1	14	-1	8	-11	-0.1%	-1

Continuation:
Values run as follows: TRHR ag	Anesthetic bind	RXFP1 antag	TRHR PAM	D1 agonist	D2 PAM	D1 antagonist	RXFP1 agonist	D1 PAM
O=C(Nc1cccc(Cl)c1)Nc1ccc2nccnc2c1
  1.2	-12%	-13	8	18	-7	-15	0.9%	-10
CC(C)CN(C(=O)COC(=O)c1cc2ccccc2oc1=O)C1CCS(=O)(=O)C1 (stereo not given)
  -0.1	-12%	/	1	4	/	1	6.1%	15
COc1cccc(NC(=O)Nc2ccc3c(c2)N(C)C(=O)c2ccccc2S3)c1
  -0.2	26%	?	0	0	-8	-14	-0.2%	-2
COC(=O)c1ccccc1Sc1snnc1C
  -1.6	-15%	1	3	1	-7	3	3.7%	3
Cn1nc(CC(=O)NCc2cccc3ccccc23)c2ccccc2c1=O
  -0.2	-2%	3	-4	9	6	-21	-0.8%	1
COc1ccc(NC(=S)N2CCC(Cc3ccccc3)CC2)cc1
  -0.6	-2%	0	-5	2	7	-20	-2.0%	-5
COc1ccc(C)cc1NC(=O)CSc1ccc(-c2ccco2)nn1
  -0.6	-19%	-17	1	0	4	-7	2.2%	42*
COc1ccc2c(CCNC(N)=S)c[nH]c2c1
  -0.2	24%	18	8	5	13	6	2.7%	1
CCOc1ccc(NC(=O)C2C3CC/C=C\CCC32)cc1 (stereo not given)
  1.6	-6%	0	1	4	0	-2	-2.2%	-4
Cc1[nH]c2ccc(C(=O)NCCc3ccccc3Cl)cc2c1C
  -0.5	?	-16	-6	2	4	-1	0.0%	-1

Going on with the list.
Values run as follows: TRHR ag	Anesthetic bind	RXFP1 antag	TRHR PAM	D1 agonist	D2 PAM	D1 antagonist	RXFP1 agonist	D1 PAM
CCOC(=O)c1c(NC(=O)C2CCCO2)sc(C(N)=O)c1C (stereo not given)
  -0.4	-9%	0	0	1	7	21	6.3%	3
CC1CCCN(c2sc(S(C)(=O)=O)nc2S(=O)(=O)c2ccc(Cl)cc2)C1 (stereo not given)
  0.0	-5%	-12	-1	6	11	-21	1.0%	-2
Nc1cccc(Cl)c1N1CCOCC1
  0.7	-10%	-3	2	1	-3	-15	3.3%	2
COc1ccc(NC(=O)CCC2CCCCC2)cc1S(=O)(=O)N1CCCCC1
  -1.0	-1%	8	-2	6	3	-16	-2.9%	-3
CC(C)(O)CCCC(C)(O)c1ccc(C(=O)O)cc1O (stereo not given)
  0.0	-8%	/	3	2	14	2	-0.3%	-8
c1ccc(Oc2ccc(-n3cnnn3)cc2)cc1
  0.3	3%	-10	-2	0	-1	-10	1.3%	-8
C=CCn1c(N)c(C(=O)N2CCN(C)CC2)sc1=S
  0.1	-10%	2	-10	1	-17	-1	0.7%	-6
CCCCn1c(O)c(/C=C/C=C/C=Nc2ccccc2)sc1=S
  0.8	?	?	-1	2	3	-31*	0.9%	-4
C#CC1(NC(=O)NC(=O)c2c(F)cccc2F)CCCCC1
  1.1	-6%	-4	2	2	-5	11	1.3%	0
CCOC(=O)c1ccc(N2C(=O)CC(N(C)CCc3ccc(OC)c(OC)c3)C2=O)cc1 (stereo not given)
  0.3	2%	2	1	2	5	-8	0.3%	-8

Further structures:
Values run as follows: TRHR ag	Anesthetic bind	RXFP1 antag	TRHR PAM	D1 agonist	D2 PAM	D1 antagonist	RXFP1 agonist	D1 PAM
CCOC(=O)c1c(NC(=O)Cn2nc(C(F)(F)F)cc2C)sc2c1CCC2
  0.3	-12%	/	3	1	5	13	3.1%	0
COc1ccccc1N1CCN(C(c2ccc(C)cc2)c2nnnn2C(C)C)CC1 (stereo not given)
  0.5	?	-2	3	1	3	-14	1.2%	2
Cc1ccccc1C(=O)O/N=C/c1c(N2CCOCC2)n(C)c2ccccc12
  -0.2	-14%	34	12	0	-6	3	3.0%	-4
CCC1=Nc2cc(C(=O)NCCCOC)ccc2Sc2ccccc21
  -1.4	-6%	-11	-1	0	-1	2	1.9%	-4
CC1CCCCC1NC(=O)C1CCN(c2c3c(nc4ncnn24)CCC3)CC1 (stereo not given)
  0.8	-2%	-3	-4	2	-2	5	19%	1
Cc1cc(OCC(=O)N2CCN(c3ncccn3)CC2)ccc1Cl
  0.2	-7%	-12	0	5	3	10	-2.9%	1
CN1CCN(c2ccccc2/C=C2/C(=O)Nc3ccccc32)CC1
  4.9	0%	-3	-1	15	-26	-21	2.8%	-3
CCCC(=O)Nc1ccc2nc(C)n(Cc3ccccc3Cl)c(=O)c2c1
  0.3	-2%	1	-6	3	3	-17	-2.0%	-1
CCSc1ccccc1C(=O)Nc1cccnc1
  -0.6	0%	-3	-5	-1	-1	-4	-1.3%	-2
COc1cccc(CNC(=O)C2CCC(CNc3nc(=S)[nH]c4ccccc34)CC2)c1 (stereo not given)
  -0.7	-7%	-7	3	1	11	1	2.1%	2

An excerpt from above in order of heavy-atom count, rising.
Values run as follows: TRHR ag	Anesthetic bind	RXFP1 antag	TRHR PAM	D1 agonist	D2 PAM	D1 antagonist	RXFP1 agonist	D1 PAM
O=C(Nc1cccc(Cl)c1)Nc1ccc2nccnc2c1
  1.2	-12%	-13	8	18	-7	-15	0.9%	-10
CC(C)Cn1nc(NS(=O)(=O)c2ccccc2)c2cc3ccccc3nc21
  0.7	-8%	-5	0	3	21	-25	0.7%	-4
COc1ccc(CCNC(C(=O)Nc2cc(C)cc(C)c2)c2ccccc2)cc1 (stereo not given)
  2.5	45%[activator]	-11	16	14	-7	0	3.7%	3

(listing goes on)
Values run as follows: TRHR ag	Anesthetic bind	RXFP1 antag	TRHR PAM	D1 agonist	D2 PAM	D1 antagonist	RXFP1 agonist	D1 PAM
Cc1ccc(S(=O)(=O)N2CCOCC2)cc1NC(=O)C1=NN(c2ccccc2)C(=O)CC1
  0.1	-9%	-2	-6	2	-3	2	2.0%	-4
Clc1nc(Cl)nc(-c2cn(-c3ccccc3)c3ccccc23)n1
  1.2	2%	-9	4	3	-5	-8	7.7%	-2
CCCN1CN(CCc2ccccc2)CNC1=S
  0.2	-5%	5	-1	2	-1	-11	2.1%	-1
COCCNC(=S)N/N=C(\C)c1ccccc1F
  -0.7	-5%	-3	-5	-4	2	29	1.1%	-2
CCN(CC)C(=O)c1sc2c(c1C)c(=O)n(-c1ccccc1)c(=O)n2Cc1c(C)cc(C)cc1C
  -0.4	-15%	-6	-2	0	10	4	-0.9%	-3
O=C(CN1CCCCCC1)NCc1ccccc1
  0.7	-4%	-3	16	2	-5	-8	-0.8%	0
COc1ccc(OC)c(NC(=O)Nc2ccc3c(c2)OCO3)c1
  -0.3	-8%	-7	-3	-2	-25	-9	0.5%	-8
CC(=Nc1ccccc1C(F)(F)F)c1ccncc1
  -1.3	23%	10	0	2	13	-14	1.5%	-1
CC1=CC(C)(C)NC(=S)N1C(C)c1ccccc1 (stereo not given)
  -1.5	-15%	-6	-3	1	-7	-11	-2.4%	-12
CC(=O)c1ccc(N2Cc3ccccc3/C2=N\C(=O)Nc2ccc(Cl)cc2)cc1
  -0.1	-7%	7	-2	0	-12	-11	3.7%	-7

(list continues)
Values run as follows: TRHR ag	Anesthetic bind	RXFP1 antag	TRHR PAM	D1 agonist	D2 PAM	D1 antagonist	RXFP1 agonist	D1 PAM
Cc1ccc(C(=O)N2CCN3C(=O)c4ccccc4C23c2ccc(Cl)cc2)cc1 (stereo not given)
  0.2	?	-11	2	3	1	3	-0.7%	-1
COc1ccc(CCNC(=O)Cn2nnc(C(=O)Nc3cccc(C)c3C)c2N)cc1OC
  -0.4	0%	-12	2	1	-2	-2	-1.5%	-2
O=C(CSc1nc2ccccc2c(=O)n1-c1ccc(Cl)cc1)c1ccco1
  -0.5	-8%	-1	-8	0	-5	-18	0.1%	-3
COc1ccc(S(=O)(=O)N2C3CCC2CC(NC(=O)NC2CCCCC2)C3)cc1 (stereo not given)
  -0.1	-3%	-10	4	-1	1	-7	-0.6%	-1
CCOC(=O)CN1CC23C=CC(O2)C(C(=O)Nc2ccc4c(c2)OCO4)C3C1=O (stereo not given)
  -0.3	5%	-8	-2	1	1	-8	1.7%	-1
Cc1ccc(-n2nnnc2CNC(=O)c2ccccc2F)cc1C
  0.1	-1%	-2	0	-1	13	-3	19%	4
